CRFR2-BP antag: antagonists of CRF-BP/CRF-R2 complex, primary screen, cell-based, HEK293, calcium dye fluorescence, uHTS | CRF-induced calcium fluorescence | inhibition, % at 11.8 µM | 350,000 tested, 0.59% active;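 active means inhibition of the ligand-induced calcium signal above about 50% at the single tested concentration, limit read from the data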
CHRM4 agonist: human M4 muscarinic receptor agonists, primary screen, CHO-K1 cells, Fluo-8 calcium fluorescence; 360,000 tested, 0.14% active; Muscarinic acetylcholine receptor M4 (Homo sapiens), P08173; activation, % at 3 µM; CHO-K1 hM4/Gqi5; vehicle 0%, full acetylcholine response 100%;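 active means activation above the run mean over all test wells plus 3 SD, cut at about 32% in these data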;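 further: peak over basal fluorescence ratio per well then scaled between controls; 0% = DMSO wells and 100% = acetylcholine at EC100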
CHRM4 antagonist: human M4 muscarinic receptor antagonists, primary screen, CHO cells, Fluo-8 calcium fluorescence; Muscarinic acetylcholine receptor M4 (Homo sapiens), P08173; CHO-hM4 cells, ACh EC80; inhibition, % at 3 µM; 360,000 tested, 0.73% active;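 active means inhibition above its plate's cutoff, the mean inhibition of sample wells plus 3 SD, cut at about 27% in these data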;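 further: 0% = acetylcholine EC80 with DMSO and 100% = DMSO without agonist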
CRFR2-BP ag: agonists of CRF-BP/CRF-R2 complex, primary screen, cell-based, HEK293, calcium dye fluorescence, uHTS. calcium dye fluorescence (FLIPR); percent of saturating CRF peptide response. activation, % at 13.2 µM. 350,000 tested, 0.46% active. AID 588473, 2011;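 active means activation of at least 50%, plus an integration ratio under a set limit after plate pattern correction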;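 further: plate controls were neutral control wells without compound for no effect and CRF at EC100 for full effect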
M5 antag: human M5 muscarinic receptor antagonists, primary screen, CHO cells, Fluo-8 calcium fluorescence. inhibition, % at 3 µM. CHO-hM5 cells, ACh EC80. 360,000 tested, 0.59% active. Muscarinic acetylcholine receptor M5 (Homo sapiens), P08912;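 active means inhibition above a per-plate cutoff, the mean of that plate's test compounds plus 3 SD, cut at about 27% in these data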;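 further: 0% = acetylcholine EC80 with DMSO and 100% = DMSO without agonist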
M5 ag: human M5 muscarinic receptor agonists, primary screen, CHO-K1 cells, Fluo-8 calcium fluorescence; CHO-K1 hM5 cells; 0% DMSO wells, 100% maximal acetylcholine response; activation, % at 3 µM; 360,000 tested, 0.19% active; Muscarinic acetylcholine receptor M5 (Homo sapiens), P08912;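 active means activation above the run's mean over test compounds plus 3 SD, cut at about 23% in these data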;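 further: signal is peak over basal fluorescence ratio across the kinetic read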
IDE cell inh: human IDE inhibitors in live cells, primary screen, fluorescence polarization, HEK cells, FAbetaB substrate | Insulin-degrading enzyme (Homo sapiens), P14735 | FAbetaB cleavage | inhibition, % at 5.59 µM | 320,000 tested, 0.41% active;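 active means percent inhibition above the average of all tested compounds plus 3 SD, set per screening campaign, cut at about 16% in these data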;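 further: IDE supplied by intact live HEK cells; FP after avidin binding of uncleaved biotin substrate so inhibition keeps polarization high; 0% = DMSO wells and 100% = 60 µM reference IDE inhibitor Ii1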
Target sequence (P14735 whole entry, looked up): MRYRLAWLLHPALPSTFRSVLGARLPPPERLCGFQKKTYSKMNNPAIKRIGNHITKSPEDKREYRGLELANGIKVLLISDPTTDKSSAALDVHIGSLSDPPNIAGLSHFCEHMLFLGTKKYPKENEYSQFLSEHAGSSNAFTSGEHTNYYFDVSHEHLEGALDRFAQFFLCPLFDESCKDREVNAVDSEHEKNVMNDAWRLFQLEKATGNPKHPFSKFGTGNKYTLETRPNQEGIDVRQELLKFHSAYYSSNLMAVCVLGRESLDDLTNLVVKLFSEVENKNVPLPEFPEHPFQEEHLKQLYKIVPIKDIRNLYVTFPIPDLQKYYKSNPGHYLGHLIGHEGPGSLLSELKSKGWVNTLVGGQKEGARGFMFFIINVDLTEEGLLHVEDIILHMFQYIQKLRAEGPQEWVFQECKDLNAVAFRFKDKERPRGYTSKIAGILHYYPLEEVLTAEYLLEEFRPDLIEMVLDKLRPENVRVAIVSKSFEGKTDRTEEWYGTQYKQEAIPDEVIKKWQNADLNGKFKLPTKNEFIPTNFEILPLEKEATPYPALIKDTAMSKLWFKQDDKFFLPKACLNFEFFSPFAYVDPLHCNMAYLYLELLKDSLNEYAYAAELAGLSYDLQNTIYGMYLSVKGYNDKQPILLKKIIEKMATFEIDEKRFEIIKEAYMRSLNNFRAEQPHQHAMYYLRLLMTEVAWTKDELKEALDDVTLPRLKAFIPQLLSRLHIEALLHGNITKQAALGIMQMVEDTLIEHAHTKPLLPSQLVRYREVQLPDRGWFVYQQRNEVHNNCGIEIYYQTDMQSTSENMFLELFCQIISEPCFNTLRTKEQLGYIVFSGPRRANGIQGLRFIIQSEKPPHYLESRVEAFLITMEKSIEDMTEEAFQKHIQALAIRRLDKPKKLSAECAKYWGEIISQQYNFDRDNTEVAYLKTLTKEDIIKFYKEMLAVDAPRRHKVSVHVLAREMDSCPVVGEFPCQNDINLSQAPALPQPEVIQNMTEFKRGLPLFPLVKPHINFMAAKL
CHRM5 PAM: human M5 muscarinic receptor positive allosteric modulators, primary screen, CHO-K1 cells, Fluo-8 calcium fluorescence. CHO-K1 hM5, ACh EC20 PAM; 0% = ACh EC20, 100% = ACh EC100. AID 624038, 2012. 360,000 tested, 0.3% active. activation, % at 3 µM;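 active means activation above the run cutoff, the mean activation of all test compounds plus 3 SD, cut at about 18% in these data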
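Assay system – human M5 receptor in CHO-K1 cells · Read-out – % activation, ACh-normalized · Technique – Fluo-8 calcium fluorescence · Dosing – single-point, 3 µM nominal · Incubation – Fluo-8 loading 80 min at 37 °C plus 30 min room temperature · Repeats – singlicate, one well per test compound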
CHRM4 PAM: human M4 muscarinic receptor positive allosteric modulators, primary screen, CHO-K1 cells, Fluo-8 calcium fluorescence. CHO-K1 hM4/Gqi5, ACh EC20; 0% = ACh EC20, 100% = maximal ACh. activation, % at 3 µM. 360,000 tested, 0.4% active;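 active means activation above its plate's cutoff, the mean activation of sample wells plus 3 SD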; further: some results filed as inactive read as strong as hits
Active calls of the source: *; . = no result given.

Below each SMILES: CRFR2-BP antag, CHRM4 agonist, CHRM4 antagonist, CRFR2-BP ag, M5 antag, M5 ag, IDE cell inh, CHRM5 PAM, CHRM4 PAM
Cc1ccc(-c2nnnn2C2C/C(=N\NC(N)=S)C3OCC2O3)cc1 (stereo unspecified)
→ -22, 0, -9, -0.1, 3, -5, 7, 11, 0
O=C(CSc1nnc2ccccn12)NC(=O)NC1CCCC1
→ 6, 1, -20, 0.5, -2, 1, -2, -1, 8
O=C(Cc1cccc2ccccc12)NCCC1=CCCCC1
→ 18, -2, 6, -7.2, -3, -2, 1, 0, 2
O=C(Cc1c(F)cccc1Cl)N1CCN(C(=O)c2ccco2)CC1
→ 5, 1, 2, -0.8, 2, 3, 0, -3, 0
O=C(Nc1c2c(nn1-c1ccc(F)cc1)CS(=O)C2)C12CC3CC(CC(C3)C1)C2 (stereo unspecified)
→ -13, 0, 0, -0.9, -4, -2, -1, -10, -2
COc1cc(/C=C(\C#N)c2ccccn2)ccc1OCC(=O)Nc1ccc(Br)cc1
→ 10, 1, -2, -0.2, -2, -1, 6, -2, 1
CC(=O)c1c(C)[nH]c(C(=O)OCC(=O)Nc2ccc3[nH]c(=O)[nH]c3c2)c1C
→ 6, 0, 3, -2.0, 8, 1, -3, 0, 6
CC1CCCCC1NC(=O)CN1C(=O)NC(Cc2ccccc2)(Cc2ccccc2)C1=O (stereo unspecified)
→ -46, 0, 11, -3.0, 1, 1, 2, -4, -5
CCc1cccc2c(C(=O)COC(=O)c3nn(C)c(=O)c4ccccc34)c[nH]c12
→ -8, 9, -10, 3.5, 10, 0, 0, 0, 10
O=C(COc1ccccc1Cl)Nc1nc(-c2cccs2)cs1
→ 11, 0, -1, 6.0, 5, -2, 2, -9, -9
CC(=O)c1cccc(NC(=O)c2cc(-c3ccc(C)cc3)on2)c1
→ -1, 0, 9, -0.2, -3, 1, -4, 1, 4
O=C(CSc1nnnn1C1CCCC1)NCc1cccs1
→ -8, 1, -11, -0.2, -13, -6, 4, 5, 4
CCc1ccc(OCC(=O)N2c3ccccc3CCc3ccccc32)cc1
→ 9, 0, -11, -0.8, 6, -3, 8, -9, -8
O=C(COC(=O)c1ncc(Cl)c(Cl)c1Cl)NCCc1ccccc1
→ 9, 0, -7, -0.3, 5, -4, -2, -1, 9
CSc1ccc(S(=O)(=O)N2CCC(C(=O)NCCc3ccccc3)CC2)cc1
→ 9, 1, -7, -0.6, -11, 11, ., 10, -1
Cc1nc(Cl)cc(N/N=C/c2ccccc2)n1
→ 18, 1, -23, -2.4, -2, -12, 0, 1, 10
Cc1cccc(NC(=S)NCCc2c[nH]c3ccccc23)c1
→ 1, 2, 9, -0.7, 2, -1, 1, -3, -5
CCCc1nnc(NC(=O)CCC(=O)N2CCN(Cc3cc(Cl)ccc3OC)CC2)s1
→ 1, 2, 5, -1.5, 8, -3, 2, -4, -4
Cn1c(C(=O)NCCN2CCOCC2)cc2c(=O)n(C)c3ccccc3c21
→ 13, 2, -7, -2.8, -5, 3, 3, -5, 3
CC(C)(C)c1ccc(-c2nnc3sc(-c4ccccn4)nn23)cc1
→ -39, 0, 0, -3.5, 4, 1, -2, -2, 6
CC(=O)c1ccc(OC(=O)c2cccs2)cc1
→ 19, 0, 2, -2.1, -3, -2, -3, 1, 8
O=C(Nc1ccc(Nc2ccccc2)cc1)c1cccc(F)c1
→ -9, 12, -5, -0.7, 7, -4, 1, 0, -6
CCOc1ccc(N(CC(=O)NCCc2ccc(Cl)cc2)S(=O)(=O)c2c(C)[nH]c(=O)[nH]c2=O)cc1
→ -33, 0, 5, 1.5, 5, 2, 3, 2, 8
COc1ccc(-c2noc(-c3ccc(Br)o3)n2)cc1
→ -7, 0, 6, -0.1, -6, 4, -8, 12, 7
Cc1cc(C(=O)CS(=O)(=O)c2ccccc2)cc(C)c1O
→ -9, 1, 4, -5.7, 1, -5, 0, -2, 1
Cc1nc2ccccc2nc(C)c1=NOCc1cccc(Cl)c1
→ 12, 1, -2, -1.6, 1, 2, 1, -4, 5
COc1ccc(-c2cc3c(=O)n(CC(=O)Nc4ccc(Cl)cc4)nc(C)n3n2)cc1
→ -11, 0, 2, 8.8, 2, -1, 8, 1, -3
CCOc1ccc(S(=O)(=O)N2CCN(c3ccccc3F)CC2)c2cccnc12
→ -6, 1, 0, -3.7, -4, 4, -2, 1, 1
CC1CCN(Cc2c(C(=O)N3CCc4ccccc4C3)nc3ccc(Cl)cn23)CC1
→ 0, 0, -5, -0.3, -15, -4, 0, 13, 3
O=C(CSc1cccc[n+]1[O-])Nc1cc(S(=O)(=O)N2CCOCC2)ccc1Cl
→ 23, 1, 0, 1.6, 1, -1, 7, -7, -4
Cn1cccc1/C=N/NC(=O)c1ccn[nH]1
→ -5, 0, 9, -3.2, 0, 2, 5, -1, -10
COc1ccc(C2C(C(=O)O)c3ccccc3C(=O)N2C)cc1Br (stereo unspecified)
→ 5, 0, -3, 1.2, -8, -4, -1, 12, 0
CCOc1ccc(-c2csc3nc[nH]c(=O)c23)cc1
→ -15, 5, -9, -0.1, 3, 3, -1, -4, -2
CC(C)CN1C(=O)C(=O)N(CC(=O)Nc2cc(Cl)ccc2Oc2ccccc2)C1=O
→ -15, 3, 7, 1.5, 0, -3, 3, 3, -10
O=C(O)CCNS(=O)(=O)c1cccc(Br)c1
→ -5, 0, -9, -0.7, 6, -3, 5, 0, 12
CCN1CCN(C(=O)c2oc(=O)c3ccccc3c2-c2ccc(C)cc2)CC1
→ -4, 2, 1, -0.5, 4, -5, 2, -5, -3
C=CC[C@@H](CC(=O)OC(C)(C)C)C(=O)OC[C@@H]1CCCN1C(=O)[C@@H](CC=C)CC(=O)N[C@@H](CO)Cc1ccccc1
→ 2, 3, -1, -1.0, 2, 2, 1, 2, 6
COc1ccc(C(=O)NNC(=O)CCC(=O)Nc2cc(C)on2)cc1
→ 21, 1, -13, 2.8, 0, -2, 2, 5, 16
CC(=O)c1c(C)[nH]c(C(=O)OCc2c(F)cccc2Cl)c1C
→ 6, 3, 6, 1.7, -1, 1, -3, -5, -7
Cc1n[nH]c(C)c1S(=O)(=O)N1CCC(C(=O)O)CC1
→ 7, 0, -20, -0.2, -4, -4, -2, 3, 7

Some of the entries above in a different format.
COc1ccc(-c2cc3c(=O)n(CC(=O)Nc4ccc(Cl)cc4)nc(C)n3n2)cc1
  CRFR2-BP antag: -11 | CHRM4 agonist: 0 | CHRM4 antagonist: 2 | CRFR2-BP ag: 8.8 | M5 antag: 2 | M5 ag: -1 | IDE cell inh: 8 | CHRM5 PAM: 1 | CHRM4 PAM: -3

COc1ccc(C2C(C(=O)O)c3ccccc3C(=O)N2C)cc1Br (stereo unspecified)
  CRFR2-BP antag: 5 | CHRM4 agonist: 0 | CHRM4 antagonist: -3 | CRFR2-BP ag: 1.2 | M5 antag: -8 | M5 ag: -4 | IDE cell inh: -1 | CHRM5 PAM: 12 | CHRM4 PAM: 0

Further records
| molecule | CRFR2-BP antag | CHRM4 agonist | CHRM4 antagonist | CRFR2-BP ag | M5 antag | M5 ag | IDE cell inh | CHRM5 PAM | CHRM4 PAM |
| --- | --- | --- | --- | --- | --- | --- | --- | --- | --- |
| O=C(NNS(=O)(=O)c1ccc(F)cc1)c1ccccc1 | -6 | 1 | -3 | 4.8 | -6 | 1 | -3 | -4 | 0 |
| CCOC(=O)c1ccccc1OCc1cc(/C=N/n2cncn2)ccc1OC | 6 | 9 | 0 | 0.1 | 10 | 1 | 3 | -12 | -9 |
| Cc1cc(NC(=O)CSc2nc3c(C)cccc3cc2C#N)no1 | -14 | 2 | -2 | 1.7 | -7 | -3 | 3 | 10 | 5 |
| CCC1CCCCN1CCCCOc1cccc(Cl)c1 (stereo unspecified) | -13 | 1 | 3 | -1.2 | 10 | -8 | 2 | -7 | -15 |
| Cc1nn(Cc2ccc(Cl)cc2Cl)c(Cl)c1/C=C/C(=O)OCC(=O)NCC(F)(F)F | 17 | 0 | 7 | 0.3 | -2 | -1 | 3 | 4 | 5 |
| O=CN1CCN(C(C(=O)NC2CCCCC2)c2cc3c(cc2[N+](=O)[O-])OCO3)CC1 (stereo unspecified) | 5 | 0 | -6 | -6.5 | 3 | 3 | -2 | 10 | 4 |
| Cc1ccc(C(=O)NCc2cccnc2)cc1S(=O)(=O)Nc1ccccc1 | 20 | 2 | 4 | -3.4 | -8 | 1 | 3 | -6 | -3 |
| O=Cc1ccc(C(=O)OCC(=O)N2CCCC2)cc1 | 25 | 1 | -3 | -0.2 | 9 | -2 | 5 | -5 | -3 |
| Cc1ccc2nc(SCC(=O)NCc3ccccc3)nc(=O)n2c1 | -2 | 1 | 0 | 13 | 8 | 0 | 6 | -5 | 3 |
| O=C(CC1CCCCC1)NCCCN1CCOCC1 | 1 | 1 | -1 | -0.3 | 1 | 2 | -3 | -5 | 12 |
| COc1ccc(OC)c(NC(=O)CSc2nnc(CNc3ccc(F)cc3)o2)c1 | 4 | 3 | 7 | -0.1 | 13 | 0 | 3 | -13 | -2 |
| O=C(CCN1CCN(Cc2ccccc2)CC1)NNC(=O)Cc1ccc(Cl)c(Cl)c1 | -15 | 6 | -9 | 0.8 | -5 | -5 | 11 | -1 | -6 |
| Cc1c(NC(=O)Nc2ccc(Cl)c(Cl)c2)c(=O)n(-c2ccccc2)n1C | 21 | 12 | 10 | -2.3 | 30* | 0 | 7 | -15 | 0 |
| Cc1ccc(NC(=O)COc2ccc(Br)cc2CO)cc1S(=O)(=O)N1CCOCC1 | 0 | 18 | -3 | 0.7 | 16 | 3 | 3 | -20 | -9 |
| COc1ccccc1NC(=O)CC1C(=O)NCCN1C(=O)Nc1ccccc1 (stereo unspecified) | 7 | 2 | -11 | 0.2 | -2 | -1 | -5 | 4 | 5 |
| CCOC(=O)c1cccc(NC(=O)CSc2nnc(-c3ccoc3C)n2CC)c1 | 7 | 0 | -5 | -2.3 | -2 | -3 | 4 | -3 | -3 |
| COc1ccc(CCC(C)Nc2ccc(F)cc2)cc1 (stereo unspecified) | 44 | 0 | 5 | -1.2 | -4 | 0 | 1 | 0 | 0 |

3 entries out of the list above, sorted by the number in IDE cell inh, low to high:
canonical_smiles,CRFR2-BP antag,CHRM4 agonist,CHRM4 antagonist,CRFR2-BP ag,M5 antag,M5 ag,IDE cell inh,CHRM4 PAM
CCOC(=O)c1ccccc1OCc1cc(/C=N/n2cncn2)ccc1OC,6,9,0,0.1,10,1,3,-9
Cc1c(NC(=O)Nc2ccc(Cl)c(Cl)c2)c(=O)n(-c2ccccc2)n1C,21,12,10,-2.3,30*,0,7,0
O=C(CCN1CCN(Cc2ccccc2)CC1)NNC(=O)Cc1ccc(Cl)c(Cl)c1,-15,6,-9,0.8,-5,-5,11,-6
